RECQ1 inh = blocks DNA unwinding by human RECQ1; Potency, µM (highest dose often 57.3 µM), for the others: top-dose activity, negative = inhibition, usual class: inhibitors; P46063; 240,000 tested, 0.54% active; RECQ1 DNA unwinding, red fluorescence kinetic read;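 also: plate controls were vehicle for no effect and no enzyme for full effect; nearly all actives have a fitted effect of over 30% in size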
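RECQ1T1 50 nM; forked duplex (20 bp + 30-nt ss tails) 200 nM, ATP 2 mM final; pH 8.0, 2 mM MgCl2, 2.5 ug/ml poly(dI-dC); 15 min compound preincubation; discontinuous kinetic read over 2 h at RT.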
TexasRed fluor = counter-screen for TRb-SRC2 inhibitors: fluorescence interference | Potency, µM (top dose mostly 106 µM), for the others: at the top dose fluorescence change, negative = quenching | 280,000 tested, 0.29% active | TRb/SRC2 Texas Red total fluorescence interference; active = well fitted curve in either direction with a large enough effect; inconclusive = small, poorly fitted or top-dose-only effect
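Human TRb ligand-binding domain at 0.6 uM with 20 nM Texas Red SRC2 peptide in Tris buffer containing 1 uM T3 and 5% DMSO, incubated with compound 5 h at ambient temperature. Total fluorescence (555/632 nm) calculated as parallel + 2 × perpendicular.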
RGS12 GoLoco inh = RGS12 GoLoco-Gai1 interaction inhibition; P63096; Gai1:RGS12 GoLoco peptide FP, rhodamine, 10 min; Potency, µM (highest dose often 61.6 µM), inactives show at the highest dose activity, negative = inhibition, usual class: inhibitors; 230,000 tested, 0.44% active; AID 880; active = well fitted inhibition curve with a large enough effect, not every such curve was filed as active; inactive = no such curve, though single readings can be large or run the other way; also: nearly all actives have a fitted effect of over 30% in size; many of its hits are not listed in these tables
Target sequence (P63096 whole entry, looked up): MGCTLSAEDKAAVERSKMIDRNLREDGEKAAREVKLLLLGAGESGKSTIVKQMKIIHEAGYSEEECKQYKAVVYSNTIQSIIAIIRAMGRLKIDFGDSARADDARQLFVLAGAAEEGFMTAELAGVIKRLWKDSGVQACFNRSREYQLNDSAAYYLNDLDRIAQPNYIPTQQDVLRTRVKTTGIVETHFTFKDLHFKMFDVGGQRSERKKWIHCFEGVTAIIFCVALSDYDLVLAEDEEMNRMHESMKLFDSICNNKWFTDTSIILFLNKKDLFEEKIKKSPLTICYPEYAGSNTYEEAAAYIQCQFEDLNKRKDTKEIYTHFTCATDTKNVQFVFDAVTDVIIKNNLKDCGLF
Tau fibril ThT = blocks human tau fibril formation measured by thioflavin T | P10636 | recombinant tau K18 P301L, heparin-induced fibrillization, ThT fluorescence | Potency, µM (doses to about 57.4 µM), inactives show at the highest dose activity, negative = inhibition, most hits filed as inhibitors | 270,000 tested, 2.1% active | AID 1460; also: nearly all actives have a fitted effect of over 55% in size
Target sequence (P10636 561-689 P618L limits assumed): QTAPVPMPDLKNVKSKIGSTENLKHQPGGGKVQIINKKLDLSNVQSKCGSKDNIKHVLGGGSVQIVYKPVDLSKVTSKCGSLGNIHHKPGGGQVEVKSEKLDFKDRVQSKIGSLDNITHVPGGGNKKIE
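Fibril formation assay: tau K18 P301L at 15 uM with trace Alexa 594 label, heparin inducer 20 uM, pH 7 sodium acetate buffer, 37 C for 6 hr; endpoint ThT signal.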
L3MBTL1 block = inhibitors of human L3MBTL1 | Q9Y468 | AlphaScreen L3MBTL1–H3K9me1 peptide binding | Potency, µM (top dose mostly 57.1 µM), for inactives: top-dose activity, negative = inhibition, actives largely listed as inhibitors | 230,000 tested, 0.66% active; also: nearly all actives have a fitted effect of over 60% in size
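Read-out is AlphaScreen signal from streptavidin donor and nickel chelate acceptor beads (10 ug/mL final each) bridging L3MBTL1 (50 nM) and biotinylated K9-monomethylated H3(1-15) peptide (75 nM), after 30 min compound exposure at room temperature.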
JMJD2E inh = blocks human JMJD2E demethylase activity; B2RXH2; JMJD2E catalytic domain, FDH-coupled NADH fluorescence (FDH is formaldehyde dehydrogenase); Potency, µM (series often up to 57.1 µM), for the others: top-dose activity change, negative = inhibition, hits mostly inhibitors; 230,000 tested, 1.6% active; AID 2147; active = well fitted inhibition curve with a large enough effect, not every such curve was filed as active; inconclusive = small, poorly fitted or top-dose-only effect, or another doubt; inactive = no such curve, though single readings can be large or run the other way;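 also: 0% = wells with enzyme and -100% = buffer wells without enzyme; nearly all actives have a fitted effect of over 50% in size; many of its hits are not listed in these tables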
Tau fibril FP = tau fibrillization inhibition (FP). 280,000 tested, 0.39% active. Potency, µM (top dose mostly 57.7 µM), for inactives: top-dose activity, negative = inhibition, hits mostly inhibitors. K18 P301L tau heparin fibrillization, Alexa594 FP, 6 h. AID 1468. P10636; also: nearly all actives have a fitted effect of over 55% in size
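FP of Alexa 594-tau after heparin (20 uM) induction. Substrate: human K18 P301L, 15 uM unlabeled, 0.24 uM labeled. Buffer 100 mM sodium acetate pH 7. 6 hr, 37 C.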
TRb-SRC2 inh = inhibitors of human thyroid hormone receptor beta-SRC2 interaction; Potency, µM (series often up to 106 µM), inactives show at the top dose activity change, negative = inhibition, actives largely listed as inhibitors; TRbeta-SRC2 peptide binding, fluorescence polarization; receptor liganded with 1 µM T3; 280,000 tested, 0.065% active; AID 1469; P10828;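 also: plate controls were bound peptide for no effect and peptide without receptor for full effect; nearly all actives have a fitted effect of over 50% in size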
Target sequence (P10828 whole entry, looked up): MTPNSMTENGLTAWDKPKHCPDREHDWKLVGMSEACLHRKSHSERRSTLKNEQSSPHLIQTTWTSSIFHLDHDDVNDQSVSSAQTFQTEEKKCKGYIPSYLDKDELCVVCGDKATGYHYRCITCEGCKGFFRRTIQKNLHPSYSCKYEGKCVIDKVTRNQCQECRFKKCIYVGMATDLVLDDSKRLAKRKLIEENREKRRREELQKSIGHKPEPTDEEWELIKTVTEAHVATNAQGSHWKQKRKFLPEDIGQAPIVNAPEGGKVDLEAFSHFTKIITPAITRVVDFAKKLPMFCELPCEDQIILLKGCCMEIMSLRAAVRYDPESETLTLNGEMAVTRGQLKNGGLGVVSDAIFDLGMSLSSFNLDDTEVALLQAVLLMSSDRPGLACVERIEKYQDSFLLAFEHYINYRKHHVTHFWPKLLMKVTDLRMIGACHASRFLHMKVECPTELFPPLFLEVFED
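Each compound concentration gave % activity, normalized to unbound and bound Texas Red SRC2 controls, from polarization read after 5 hr ambient incubation with T3-loaded human TRb LBD.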
* marks the source's active call; other numbers are inactive results; i = inactive; ? = inconclusive; nt = no result given; [ ] = remark or other dose. Unless noted, calls follow the shape of the dose curve; as a rule, active = well fitted curve in the direction sought with a large enough effect; inconclusive = small, poorly fitted or top-dose-only effect, or another doubt; inactive = no such curve, though single readings can be large; an effect the other way counts as inactive or inconclusive. Unless noted, % is scaled to controls: 0 for no effect and ±100 for the full control effect; potency is read from the fitted curve at half-maximal effect.

smiles | RECQ1 inh | TexasRed fluor | RGS12 GoLoco inh | Tau fibril ThT | L3MBTL1 block | JMJD2E inh | Tau fibril FP | TRb-SRC2 inh
CCOc1ccc(-n2c(=O)c3c(C)c(C)sc3n(CC(=O)NCCc3ccccc3)c2=O)cc1 | nt | 1% | nt | 8% | nt | nt | -8% | 5%
C=C(C)Cn1c(SCCCO)nc2c1c(=O)[nH]c(=O)n2C | i | -6% | 0% | 0% | 1% | 10% | 2% | 0%
CC(C)C(=O)NN(C(=O)c1ccccc1)c1ccccc1 | -17% | 1% | -9% | -4% | nt | -8% | 8% | -2%
CCN(C(=O)COC(=O)/C=C/c1nc2ccccc2s1)C1CCS(=O)(=O)C1 (centres undefined) | i | 1% | 8% | -8% | 1% | ? | 6% | -1%
COc1ccc2c(c1)[nH]c1c(=O)n(Cc3ccncc3)cnc12 | -1% | -3% | 4% | -11% | 6% | -7% | 1% | 0%
OCC1CCCN(Cc2cn(Cc3ccccc3)nc2-c2cc3ccccc3o2)C1 (centres undefined) | -5% | -6% | 6% | -3% | -2% | -11% | 5% | -3%
Cc1c(C(=O)NCc2ccccc2)oc2ccc(S(=O)(=O)N3CCC(C)CC3)cc12 | nt | -1% | nt | -3% | nt | nt | -6% | 2%
O=C(NN=C(Cc1ccccc1)Cc1ccccc1)C1CC1 | -3% | 3% | 10% | -2% | 8% | 9% | -1% | -8%
Cc1nnc(N/N=C/c2ccc(-c3ccccc3F)o2)n1N | -5% | 1% | 7% | 13µM* | nt | ? | -6% | 1%
CCOC(=O)c1ccc(NC(=O)CCC2COc3ccccc3O2)cc1 (centres undefined) | i | -5% | 4% | ? | 6% | 2% | -7% | 2%
COc1ccc2c(c1)O[C@@H](c1cccc(C(F)(F)F)c1)[C@H](OC(=O)N[C@H](C)C1CCCCC1)C2=O | -2% | -1% | 2% | -5% | nt | 4% | 1% | 6%
Cc1ccc(Cn2cc(CCC(=O)NCc3ccc(OC(C)C)cc3)c3ccccc32)cc1 | nt | -2% | nt | -3% | nt | nt | -6% | 8%
CCC(Sc1ncccc1C(=O)O)C(=O)N1CCCC1 (centres undefined) | -4% | 1% | -2% | -11% | 3% | -7% | ? | -8%
Cc1ccc(NCC(=O)c2ccccc2)cc1Cl | -1% | -9% | -3% | ? | 0% | -11% | -9% | 1%
CCn1ccc(C(=O)NC2=NCCS2)n1 | -1% | -1% | -3% | ? | -2% | 2% | ? | -6%
O=C1CC(c2nnc(Cc3ccc(F)cc3)o2)CN1c1ccccc1 (centres undefined) | nt | -1% | nt | -1% | nt | nt | ? | -2%
Cn1c(=O)c([N+](=O)[O-])c(N2CCN(Cc3ccc4c(c3)OCO4)CC2)c2ccccc21 | i | -5% | 4% | -5% | nt | ? | -2% | -1%
N#CC1=C(N)OC2=C(C(=O)CC(c3ccccc3)C2)C1c1cccnc1 (centres undefined) | -17% | -3% | 4% | 4% | 0% | 1% | 0% | -6%
NC(N)=NCCN1CCCCCCC1 | -6%[25.9 µM] | -2% | 11% | 1% | nt | 9% | -1% | 0%
Cc1cccc(NC(=O)C2C3C=CC(C4CC34)C2C(=O)O)c1 (centres undefined) | 10% | -2% | -5% | -13% | -20% | 0% | -15% | 1%
N#CCCN/N=C(\Cc1nc2ccccc2[nH]1)c1ccccc1 | -8% | 2% | 72%[activator] | ? | nt | ? | 2% | 17%
Cc1[nH]c2c(ccc3cccnc32)c1C | 23% | -3% | 2% | ? | -22% | ? | -1% | 2%
O=C(CSc1nccn1-c1ccccc1)c1ccc(Cl)cc1 | -2% | -3% | 2% | -9% | -35% | -5% | 2% | -15%
O=[N+]([O-])c1cccc(/C=N/N2CCN(Cc3ccccc3)CC2)c1 | -12% | -3% | -2% | -15% | nt | -5% | 3% | -8%
CCc1ccc(NC(=O)N(CCCOC(C)C)C2CCN(C(C)=O)CC2)cc1 | -5% | 0% | -4% | -7% | 0% | 3% | -2% | -3%
CC(C)(C)c1ccc(S(=O)(=O)N2CCC(Oc3ccc(-n4cnnn4)cc3)CC2)cc1 | nt | 0% | nt | 9% | nt | nt | -2% | 0%
Cc1ccc(/C=N/n2c(-c3cccnc3)n[nH]c2=S)s1 | -2% | -6% | 7% | 13% | 9% | 1% | 5% | -2%
CCCCNc1nc(C)nc2c1nc(-c1ccccc1)n2CCCN1CCCCC1C (centres undefined) | -3% | 3% | 1% | 1% | nt | ? | 4% | 7%
Cc1nn(-c2ccccc2)c(Cl)c1C(=O)NCc1cccs1 | ? | 0% | 12% | -5% | -14% | 4% | 5% | 0%
OC1CCCN(Cc2cn(Cc3ccccc3)nc2-c2cc3ccccc3o2)C1 (centres undefined) | 20% | -1% | 12% | -3% | -17% | -4% | 4% | 1%
O=C(CSc1ccc(-c2ccccn2)nn1)NCc1ccccc1 | -14% | -4% | 46%[activator] | -9% | nt | ? | -1% | -4%
Cc1cccc2cc(CN(Cc3ccc4c(c3)OCO4)Cc3nnnn3C3CCCC3)c(=O)[nH]c12 | -6% | 0% | 2% | -11% | -5% | -12% | 8% | -4%
CC(C)(C)c1ccc(Oc2ccc(NC(=O)CCC(=O)OCC(=O)c3ccccc3)cc2)cc1 | nt | -1% | nt | -9% | nt | nt | -14% | 10%
CCC(C)NC(=O)Nc1ccc(F)c(Cl)c1 (centres undefined) | i | 3% | 9% | 4% | 16% | 3% | 4% | 3%
CCn1c(CC2C(=O)Nc3ccccc32)nc2ccccc2c1=O (centres undefined) | nt | -1% | nt | -4% | nt | nt | 0% | -4%
N#C/C(=C(/O)COC(=O)COc1ccc(Cl)cc1)c1nc2ccccc2[nH]1 | i | 2% | 63%[activator] | -12% | -1% | 7% | 4% | 7%
Cc1c(C(=O)NN)sc(-c2ccccc2)c1C#N | -1% | -2% | 8% | -8% | nt | -15% | 3% | -3%
CCCn1nnc(NC(=O)c2cccc(OCc3ccccc3)c2)n1 | -11% | -4% | 6% | -14% | nt | -3% | 7% | -6%
CCC(C)Nc1oc(-c2ccc(COc3ccc(Cl)cc3)o2)nc1C#N (centres undefined) | nt | 4% | nt | -6% | nt | nt | ? | -2%
O=C(CSc1nnc2[nH]c(=O)cc(-c3ccccc3)n12)Nc1cc(C(F)(F)F)ccc1Cl | nt | 1% | nt | ? | nt | nt | 1% | 0%
Cn1cnc2c1c(=O)n(Cc1ccccc1)c(=O)n2C | -13% | 2% | -7% | -8% | nt | 9% | 4% | -1%
COC(=O)c1c(SCC(=O)Nc2ccccc2C(F)(F)F)[nH]c2ccc(Cl)cc2c1=O | nt | -2% | nt | ? | nt | nt | 8% | 2%
CCNC(=O)CN1C(=O)NC(Cc2ccccc2)(Cc2ccccc2)C1=O | -5% | -3% | 3% | 5% | 17% | 0% | -1% | 10%
Cc1cccc(Nc2ncccc2C(=O)O)c1C | 7% | 1% | 5% | -14% | 5% | -19% | 12% | 7%
Cc1noc(C)c1C(=O)Nc1sc(C)c(C)c1C#N | i | 16% | 8% | 4% | nt | -17% | 1% | -1%
O=C(/C=C/c1ccc(S(=O)(=O)NCc2ccco2)cc1)NCc1cccc(Cl)c1 | -4% | -1%[53 µM] | 4% | -1% | -10% | 4% | 8% | 2%[53 µM]
CC(=O)c1c(C(C)=O)c(C)n(-c2cccc3cccnc23)c1C | -3% | -2%[53 µM] | 7% | -8% | 9% | 9% | -3% | 8%[53 µM]
COc1cc(NC(=O)c2cc(-c3cccc(O)c3)on2)cc(OC)c1OC | -12% | -1% | 1% | -16% | -4% | 1% | -4% | 9%
COc1ccc(CCC(=O)Nc2cc([N+](=O)[O-])ccc2OC)cc1 | 0% | -3% | 5% | -10% | -8% | 1% | -10% | 2%
O=C(Nc1nc2ccccc2s1)c1cnccn1 | 1% | -3% | 9% | -12% | nt | 4% | -4% | -1%
O=C1c2ccncc2C(=O)N1C1CCCCC1 | 0% | 1% | 8% | -14% | 0% | 6% | 2% | 3%
COC(=O)C1=C(C)Nc2ncnn2C1c1ccco1 (centres undefined) | -5% | -2% | -19% | 0% | nt | 7% | -10% | -3%
Cc1cc(C)cc(NC(=O)CSc2nncn3c2cc2occc23)c1 | nt | -2% | nt | ? | nt | nt | -9% | 0%
COc1cc(OC)c(OC)cc1/C=N/Nc1ncnc2c1[nH]c1ccc(C)cc12 | 9% | -1% | 2% | ? | nt | ? | 8% | 4%
CCCOc1ccccc1C1CC(=O)NC(C)=C1C(=O)OCC(C)C (centres undefined) | -9% | -2% | 5% | -10% | 0% | -4% | 12% | -9%
COC(=O)c1ccccc1N/C=C1\CCc2c(c(C)nn2-c2ccccn2)C1=O | 3% | -23% | 1% | 14µM* | -7% | ? | ? | ?
COc1ccc(/C=N/NC(=O)c2nonc2C)cc1 | 1% | 0% | 12% | -4% | 7% | 1% | 3% | 5%
CSc1nc2ccc3nc(NC(=O)c4cccs4)sc3c2s1 | -14% | -2% | 15% | -1% | 9% | ? | -4% | 0%
Cc1cccc(Cn2c(=O)n(CC3CCC(C(=O)N4CCOCC4)CC3)c(=O)c3sccc32)c1 (centres undefined) | nt | 0% | nt | -8% | nt | nt | -4% | 0%
Cc1ccc(SCc2nc3ccccc3n2CC(=O)Nc2c(C)cccc2C)cc1 | -7% | 0% | 6% | -2% | 2% | -4% | 10% | 1%
O=C(CCn1ccc2ccccc21)Nc1ccc(N2CCOCC2)cc1 | -11% | 1% | -3% | ? | -12% | -20% | 6% | -13%
COc1ccc2c(c1)O[C@@H](c1cccc(C(F)(F)F)c1)[C@H](OC(=O)Nc1cc(OC)c(OC)c(OC)c1)C2=O | i | -1% | -38% | -1% | nt | -1% | 4% | -4%
O=Cc1nc(-c2ccc(Cl)cc2)n2ccccc12 | 8% | 0% | 2% | -8% | ? | ? | 4% | 4%

Some of the compounds tested; rates above refer to the full screens.
